Dynein transport: dynein cargo transport inhibition; AID 1381; 3617.4 mouse cells, GR-EGFP nuclear translocation imaging; test concentration mostly 20 µM; stimulated with dexamethasone, 1 µM; active compounds read low; z-score, hits read low; 220,000 compounds, 0.47% hits;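 active = plate z-score of nuclear minus cytoplasmic receptor signal below a set negative limit, without overly bright fluorescence or cell loss, cut at about -3.5 in these data, passing the limit was not always enough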;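 also: z-score of nuclear minus cytoplasmic ring GR-EGFP intensity difference per well; some compounds called inactive have numbers as strong as hits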
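Buffer or medium: Induction medium lacking tetracycline, stripped serum | Also added: Dexamethasone agonist, 1.0 µM final, for 30 min | Timing: 48 h induction, 1 h compound, 30 min dex at 37 °C | Detection: Formaldehyde fixation, Hoechst nuclear stain, 10x automated fluorescence imaging | Measure: Nuclear versus cytoplasmic GR-EGFP signal, averaged per well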
Lipid droplet: hepatic lipid droplet formation modulation; AML12 mouse hepatocytes, oleate lipid droplets, BODIPY imaging; 240,000 compounds, 0.4% hits; inhibition, % at 6.5 µM;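 active = lipid droplet intensity inhibited by at least 50%, with more than 500 cells counted; inconclusive = wells with under 300 cells, treated as cytotoxic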
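Material – AML12 mouse liver cells · Also added – oleate loading, 100 µM · Compound dosing – 6.5 µM single-point dosing · Times – overnight treatment with compound plus oleate · Measured by – fluorescence imaging, 20x objective, two fields per well · Read-out – percent inhibition of filter-corrected integrated lipid droplet intensity per well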
Yfh1-off respiration: mitochondrial function rescue without frataxin homolog – Friedreich's ataxia, plus single-dose screen, dose response (AID 1465). S. cerevisiae Yfh1-off respiration, WST-1 reduction, 72 h; higher fold induction means a stronger effect. 220,000 compounds, 0.074% hits. fold induction at 50 µM, or EC50 in µM where a hit was titrated;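 active = fold induction of absorbance versus untreated yeast above a set limit, then at least 30% activation at any dose in follow-up; inconclusive = repeats straddling the limit, or above it without dose testing; inactive = fold induction below the set limit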;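 also: activators that raise dye reduction in frataxin-depleted yeast; strong numbers were not always called active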
bCat nuc transl: beta-catenin nuclear translocation modulation; HeLa beta-catenin nuclear translocation, immunofluorescence imaging; nuclear translocation activity, % at 5 µM; 190,000 compounds, 0.3% hits;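 active = nuclear translocation activity above 50% at 5 µM, with a well cell count of 50 or more; inconclusive = wells under 50 cells across six images, flagged as toxic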;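 also: per-cell ratio of nuclear to cytoplasmic median beta-catenin stain intensity; plate controls were DMSO negative control for no effect and GSK-3 inhibitor IX positive control for full effect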
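Technique: fluorescence imaging of beta-catenin antibody stain plus DAPI / Material: human HeLa cell line / Incubation: compound treatment 24 h, 37°C, 5% CO2 / Read-out basis: % activation of per-cell nuclear versus cytoplasmic median beta-catenin signal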
WT yeast gro inh: growth inhibition of WT yeast, mitochondrial fusion screen; inhibition, % at 10 µM; AID 1362; mitochondrial fusion phenotypic screen, WT strain; 190,000 compounds, 2.1% hits; in the data active = inhibition above about 58%; tested in S. cerevisiae
MT stabilize HCS: microtubule stabilizers in HeLa cells. HeLa tubulin immunostaining HCS, 24 h; share of cells brighter than vehicle mean+2SD. % tubulin-high responders, % at 10 µM. 200,000 compounds, 0.83% hits. AID 2205;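 active = plate Z-score above 3 for both tubulin-high and condensed-nucleus cell shares, with cell loss under 80%, at 10 µM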;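 also: anti alpha tubulin signal scored within the nucleus-defined area of each cell; some results filed as inactive read as strong as hits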
Insulin prom up: MIN6 insulin promoter up-regulation; MIN6 insulin promoter-GFP reporter, high-content imaging; active compounds read high; z-score at 5 µM; 190,000 compounds, 0.3% hits; AID 1625;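 active = z-score above 3 at 5 µM with at least 500 cells counted in the well; inconclusive = wells under 500 cells, flagged as cytotoxic or low count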
Autophagy mod: modulators of autophagy; MEF GFP-LC3 puncta imaging; test concentration mostly 10 µM; calls only at 10 µM (by protocol); 190,000 compounds, 0.98% hits;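 active = percentage of spot-positive cells more than 3 SD above its plate mean, without a fluorescence outlier flag or 80% toxicity; inconclusive = no clear call, values can overlap the other calls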;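 also: spot-positive cell cutoff set from DMSO-treated cells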
HEK293 NOD2/NF-kB: inhibition of NOD2-driven NF-kB reporter – cell-based, luminescence, uHTS, HEK293 (AID 1566) | HEK293 NOD2/NF-kB luciferase reporter, luminescence; higher % means a stronger effect | one-dose inhibition, % at 4 µM; EC50 in µM for titrated hits | 290,000 compounds, 0.63% hits; in the data active = inhibition above about 50%; also: many of its hits are not listed in these tables
WT yeast gro inh mutant strain: further read-out of WT yeast gro inh, marked with its call; inhibition, %; mitochondrial fusion phenotypic screen, mutant strain inhibition
Dynein transport cytoplasmic EGFP: further read-out of Dynein transport, marked with its call; z-score; measured here: cytoplasmic GR-EGFP intensity; active compounds read high
Dynein transport nuclear GR-EGFP: also measured in Dynein transport; calls as there; z-score; measured here: nuclear GR-EGFP intensity;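 lower value marks the stronger effect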
Dynein transport cell count: second read-out of Dynein transport, no call of its own (marks repeat the call); z-score; measured here: cell count per field
Insulin prom up cell count: recorded beside Insulin prom up, whose call it bears; cell count; measured here: cytotoxicity, nuclei count;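 total cells summed across four imaged fields per well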
Lipid droplet cells 6.5 µM: recorded beside Lipid droplet, whose call it bears; cell count; measured here: cell count, cytotoxicity flag;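 cells counted across two imaged fields per well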
bCat nuc transl cell count 5 µM: second read-out of bCat nuc transl, no call of its own (marks repeat the call); cell count; measured here: cell count, cytotoxicity flag
MT stabilize HCS Hoechst-high %: second read-out of MT stabilize HCS, no call of its own (marks repeat the call); % Hoechst-high responders; measured here: nuclear condensation Hoechst responders;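 share of cells brighter than vehicle mean plus two SD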
MT stabilize HCS cytotoxicity %: further read-out of MT stabilize HCS, marked with its call; toxicity, %; measured here: cytotoxicity by cell density;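 0% = mean cell density of plate MIN control wells and 100% = no cells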
Autophagy mod cell loss 18 h: second read-out of Autophagy mod, no call of its own (marks repeat the call); toxicity, %; measured here: cell loss, nuclei count;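 cell loss after 18 h compound exposure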
Numbers without * were called inactive; i = inactive; ? = inconclusive; . = no result given. Only part of the results is shown; the hit share may differ from the screen's.

Molecule	Dynein transport	Dynein transport cytoplasmic EGFP	Dynein transport nuclear GR-EGFP	Dynein transport cell count	Lipid droplet	Lipid droplet cells 6.5 µM	Yfh1-off respiration	bCat nuc transl	bCat nuc transl cell count 5 µM	WT yeast gro inh	WT yeast gro inh mutant strain	MT stabilize HCS	MT stabilize HCS Hoechst-high %	MT stabilize HCS cytotoxicity %	Insulin prom up	Insulin prom up cell count	Autophagy mod	Autophagy mod cell loss 18 h	HEK293 NOD2/NF-kB
CCNc1nc(OC)nc(N2CCC(Cc3ccccc3)CC2)n1	0.5	-0.21	0.54	0.08	-11	667	i	-1.3	1089	21	15	2.4	3.0	7.6	0.34	1504	i	-13	-9%
COC(=O)c1ccccc1NC(=O)N[C@@H](C)C(=O)OC	0.071	-0.2	0.04	0.68	1	755	i	-0.7	1057	-8	-40	4.2	2.3	3.1	.	.	i	1	-1%
CCc1cc(C(=O)c2ccc(C)cc2)c(NC(=O)CCl)s1	-3.1	0.59	-2.1	-1.4	18	604	i	-0.8	1062	8	-5	2.6	2.4	1.9	-0.28	1059	i	0	-22%
CCOc1ccc(/C=C2/SC(=O)NC2=S)cc1	-0.26	-0.32	-0.43	0.63	-14	433	i	1.3	830	64	71	2.9	4.0	7.5	-0.08	2127	i	16	-69%
CCc1ccc(-n2c(SCC(=O)Nc3cccc(S(=O)(=O)NC4=NCCCCC4)c3)nc3ccccc3c2=O)cc1	0.27	-0.24	0.16	-0.39	-20	583	i	-0.2	563	-8	-4	0.7	4.9	13	-0.09	1352	i	-13	5%
COC(=O)c1sccc1NC(=O)c1ccc2c(c1)OCO2	0.37	0.094	0.48	0.29	-11	780	i	-1.9	1149	-10	4	2.8	1.3	9.5	-0.27	1203	i	-2	1%
COc1cccc(NC(=O)Cc2nnc(SCC(=O)c3ccccc3)n2C)c1	-1.8	0.07	-0.61	1	-7	732	i	-1.8	1083	-12	1	4.6	1.8	2.3	?	.	i	10	6%
Cc1cc(C(=O)NCC(=O)OCC(=O)N(C2CCCCC2)C2CCCCC2)ccc1[N+](=O)[O-]	-0.97	-0.11	-0.65	0.83	-43	566	i	-0.6	964	38	12	3.8	2.0	5.4	.	.	i	1	3%
COc1cccc(C2c3[nH]c4ccccc4c3CCN2Cc2ncc[nH]2)c1 (stereo not drawn)	-0.27	-0.15	-0.044	0.75	-28	631	i	1.2	1494	-4	3	1.4	1.1	3.8	.	.	i	-4	2%
COc1ccccc1N(Cc1ccccc1)S(=O)(=O)c1cc(C(=O)O)ccc1Cl	0.07	-0.35	-0.46	-0.27	-18	686	i	1.4	1144	-7	5	2.0	1.6	4.5	1.2	1294	i	-8	3%
COc1ccc(OC(=O)c2c(C)nn(-c3ccccc3)c2C)cc1	0.32	-0.15	0.17	-0.21	1	740	i	0.8	1095	.	.	.	.	.	-0.15	1380	.	.	-28%
O=C(COC(=O)Cn1cnc2ccccc2c1=O)Nc1ccccc1Sc1ccc(Cl)cc1	-0.12	0.3	0.25	-0.24	-11	633	i	0.7	1077	19	15	3.0	2.1	7.7	0.58	1503	i	-6	12%
O=C(O)c1cc(=O)cc(C(=O)O)[nH]1	0.68	-0.26	0.36	0.65	-6	645	i	.	.	-1	6	3.7	2.4	7.4	-0.15	1288	i	-2	13%
COc1cc(NC(=O)c2ccc([N+](=O)[O-])o2)ccc1NC(=O)c1cccs1	-0.64	-0.21	-0.35	0.77	12	678	i	3.0	934	95*	91*	5.5	0.3	23	-0.64	1028	i	27	19%
Cc1ccccc1C(=O)NC1CC2CCC(C1)N2Cc1ccccc1 (stereo not drawn)	-0.86	-0.16	-0.49	0.011	-6	707	i	2.6	934	-21	3	1.8	1.9	1.4	-0.76	1427	i	-6	-14%
Cc1ccc(C(=O)NCCN2C3=NC[C@@H](Cc4ccccc4)N3C[C@H]2Cc2ccc(O)cc2)cc1Br	1.1	1.7	1.3	-3.1	-15	656	i	-2.7	1104	6	-9	7.2	2.6	13	-1.5	1160	i	35	1%
Cc1cc(F)ccc1NCC(=O)Nc1ccccc1Br	0.22	0.23	0.34	-0.26	-4	631	i	-1.7	1089	-16	-15	6.9	2.4	12	0.38	1509	i	-4	-34%
CC1=C(C(=O)Nc2ccccc2C)C(c2cccnc2)n2nc(CCCO)nc2N1 (stereo not drawn)	-0.77	-0.25	-0.38	0.4	-7	755	i	-0.8	1077	-1	13	2.1	1.7	5.9	-0.22	1321	i	-5	-6%
Cc1ccccc1-n1c(O)c(/C=N/N2CCCCC2c2cccnc2)c(=O)[nH]c1=O (stereo not drawn)	-0.29	-0.23	-0.15	0.62	2	630	i	0.4	472	-12	1	2.6	2.7	5.7	0.07	1363	i	9	12%
COc1ccc(C)cc1NC(=O)C1CC(=O)N(CCc2ccccc2)C1 (stereo not drawn)	1	-0.19	0.56	0.057	2	687	i	0.6	1163	28	-4	3.1	1.6	1.9	1.1	1201	i	1	10%
Cc1ccc(C)c(N2CCN(C(=O)COc3cc(=O)n(C)c4ccccc34)CC2)c1	-0.2	-0.098	0.36	-0.85	.	.	.	-0.3	912	28	13	4.4	3.3	7.0	-1.2	742	i	7	1%
O=C(NCC(=O)N(c1cccnc1)C(C(=O)NC1CCCC1)c1ccccc1)c1ccco1 (stereo not drawn)	-0.71	-0.31	-0.49	0.71	-2	795	i	.	.	-12	-11	2.7	3.1	5.7	-0.18	1292	i	0	0%
O=C(O)c1ccc(NS(=O)(=O)c2ccc3c(c2)C2C=CCC2C(c2ccccc2F)N3)cc1 (stereo not drawn)	-0.77	-0.25	-0.25	0.45	5	671	i	-0.1	1140	6	2	1.3	1.5	6.1	0.11	1313	i	43	3%
O=C(Cc1ccc(Cl)cc1)N/N=C/c1ccccc1	-0.53	-0.32	0.016	0.38	12	668	i	-0.7	1593	5	4	2.9	0.5	8.9	0.8	1521	i	-12	4%

Taken from above:
COc1ccc(C)cc1NC(=O)C1CC(=O)N(CCc2ccccc2)C1 (stereo not drawn) @ MT stabilize HCS cytotoxicity % = 1.9
CC1=C(C(=O)Nc2ccccc2C)C(c2cccnc2)n2nc(CCCO)nc2N1 (stereo not drawn) @ HEK293 NOD2/NF-kB = -6%

More structures follow.
Molecule	Dynein transport	Dynein transport cytoplasmic EGFP	Dynein transport nuclear GR-EGFP	Dynein transport cell count	Lipid droplet	Lipid droplet cells 6.5 µM	Yfh1-off respiration	bCat nuc transl	bCat nuc transl cell count 5 µM	WT yeast gro inh	WT yeast gro inh mutant strain	MT stabilize HCS	MT stabilize HCS Hoechst-high %	MT stabilize HCS cytotoxicity %	Insulin prom up	Insulin prom up cell count	Autophagy mod	Autophagy mod cell loss 18 h	HEK293 NOD2/NF-kB
CCOc1ccccc1NC(=O)Cc1coc2ccc(C)cc12	0.21	-0.32	0.8	-0.98	1	727	i	1.4	1061	1	-10	2.6	2.8	6.2	-0.3	1552	i	6	3%
O=C(c1ccccc1F)N1CCN=C1c1ccccc1	-1.2	-0.15	-0.77	0.092	-1	689	i	-0.7	1578	-40	21	1.9	1.8	6.0	.	.	i	4	26%
CSCC[C@H](NC(=O)OC(C)(C)C)c1nnc(SCc2ccc(F)cc2)o1	-0.54	-0.25	-0.17	0.2	.	.	i	-3.1	966	4	0	3.6	1.9	3.3	0.64	1199	i	-4	9%
COc1ccccc1/C=C/C=C1\Oc2c(ccc(O)c2CN(C)C)C1=O	-1.3	0.032	-0.63	-0.0057	-6	761	i	1.0	1381	.	.	.	.	.	0.07	1081	.	.	-12%
Cc1cc(C(=O)Nc2c(C)n(C)n(-c3ccccc3)c2=O)c(C)o1	-0.91	-0.2	-0.51	0.65	18	662	i	-4.8	1098	0	-5	3.4	2.0	2.2	0.38	1887	i	0	11%
COc1cc(-n2nnnc2SCC(=O)N2CCN(c3ccc(F)cc3)CC2)c(OC)cc1Cl	0.71	1.2	0.94	0.72	-57	742	i	.	.	0	0	1.3	0.2	20	0.04	1204	i	3	1%
O=C(O)c1ccc(CSc2ccccn2)cc1	0.89	-0.18	1	-0.53	5	766	i	-1.4	962	11	4	2.7	1.1	3.8	0.37	1456	i	35	-12%
CC(C)CC(=O)NC(NC(=S)Nc1sc2c(c1C#N)CCCC2)C(Cl)(Cl)Cl (stereo not drawn)	0.15	0.13	-0.035	0.49	.	.	i	1.4	1283	8	-2	2.6	1.1	0.2	1.7	1556	i	8	32%
COc1cc(NC(=O)Cc2ccccc2)cc(OC)c1	-0.87	-0.22	-0.16	1.2	.	.	i	2.2	1164	7	-14	1.7	1.4	9.1	0	1020	i	-12	-9%

Assay outcomes as filed in PubChem BioAssay.
